MITF act: activators of MITF-driven TRPM1 promoter activity in SK-MEL-5 cells; SK-MEL-5 TRPM1-promoter luciferase, 24 h; % of positive control, neutral wells = 0; activation, % at 12.5 µM; actives 0.75% (n = 300,000); AID 588334;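 active = mean activation of at least 80% with every replicate also reaching 80%; inconclusive = mean reaches 80% but some replicate falls short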;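 note: 0% = neutral control wells and 100% = parthenolide positive control wells; values of inactives mirror those of a sister screen read the other way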
phage Ecoli inh: E. coli growth loss with phage present; AID 651602; inhibition, % at 11.9 µM; actives 0.26% (n = 360,000); growth absorbance; in the data active = inhibition above about 11%
Tat transport: inhibitors of E. coli Tat protein transport. E. coli MC4100 TorA-mCherry Tat export, fluorescence. inhibition, % at 10 µM. actives 0.036% (n = 340,000). AID 488895;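 active = mean replicate inhibition at least 50% and at least half of replicates individually reaching 50%; inconclusive = only one of the two criteria met; inactive = neither criterion met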;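 note: exported cargo escapes ClpAP degradation while cytoplasmic cargo is degraded and loses fluorescence; 0% = median of neutral control wells and 100% = median of NaSCN control wells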
Wnt act: Wnt/beta-catenin pathway activation; Wnt/beta-catenin reporter cell assay, activator, plate reader; activation, % at 9.35 µM; actives 1.2% (n = 300,000); AID 743398; in the data active = activation above about 30%, passing the limit was not always enough; inconclusive = no clear call, values can overlap the other calls;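 note: 0% = neutral control wells and 100% = positive control wells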
AddAB inh: less growth of phage-infected E. coli with AddAB | actives 0.29% (n = 330,000) | inhibition, % at 11.9 µM | AID 435030 | E. coli expressing H. pylori AddAB, absorbance growth; in the data active = inhibition above about 12%;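 note: 0% = vehicle wells of infected cells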
E coli growth: bacterial growth inhibition, counter-screen for AddAB inhibitors; E. coli V3065 growth, OD600 absorbance, 18 h; inhibition, % at 11.9 µM; actives 0.27% (n = 330,000);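 active = inhibition above the campaign's mean inhibition across all tested compounds plus 3 SD, cut at about 9.9% in these data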;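 note: uninfected addAB+ strain grown without phage in ampicillin broth; 0% = DMSO wells and 100% = ciprofloxacin 0.95 µg/ml wells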
CAL PDZ FP-1: blocks peptide binding to the human CAL PDZ domain; Q9HD26; purified CAL PDZ, TMR-peptide fluorescence polarization, 1 h; inhibition, % at 24.9 µM; actives 0.92% (n = 300,000); AID 602252;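 active = mean inhibition of at least 30% with at least half of replicates also reaching 30%; inconclusive = no clear call, values can overlap the other calls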;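 note: 0% = DMSO neutral control and 100% = excess unlabeled competitor peptide PRC23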
SR-BI DiI-HDL act: enhances SR-BI lipid uptake from DiI-HDL | AID 504775 | CHO ldlA[mSR-BI] cells, DiI-HDL uptake fluorescence, 3 h; 100 = double the neutral-control signal | activation, % at 12.5 µM | actives 0.096% (n = 320,000);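 active = mean replicate activation of at least 60% and every replicate at or above 60%; inconclusive = mean or all-replicate condition met, but not both; inactive = mean below 60% and not all replicates reaching 60%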;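 note: 0% = median plate neutral-control signal and 100% = twice that signal; values of inactives mirror those of a sister screen read the other way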
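Test system: SR-BI-overexpressing, LDLR-lacking CHO cells. Measured by: DiI fluorescence, bottom read. Medium: Ham's F12 with 0.5% BSA, HEPES 25 mM, pH 7.4. Timing: 3 h uptake period with compound, 37 °C.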
SR-BI HDL uptake: blocks mouse SR-BI lipid uptake from DiI-HDL. Q61009. ldlA[mSR-BI] CHO cells, DiI-HDL uptake fluorescence, 3 h. inhibition, % at 12.5 µM. actives 0.96% (n = 320,000). AID 488896;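 active = mean replicate inhibition of at least 70% and a set share of replicates each scoring 70 or more; inconclusive = meets just one of the two criteria; inactive = fails both criteria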;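 note: 0% = median of neutral control wells and 100% = median of positive control wells; values of inactives mirror those of a sister screen read the other way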
Target sequence (Q61009 whole entry, looked up): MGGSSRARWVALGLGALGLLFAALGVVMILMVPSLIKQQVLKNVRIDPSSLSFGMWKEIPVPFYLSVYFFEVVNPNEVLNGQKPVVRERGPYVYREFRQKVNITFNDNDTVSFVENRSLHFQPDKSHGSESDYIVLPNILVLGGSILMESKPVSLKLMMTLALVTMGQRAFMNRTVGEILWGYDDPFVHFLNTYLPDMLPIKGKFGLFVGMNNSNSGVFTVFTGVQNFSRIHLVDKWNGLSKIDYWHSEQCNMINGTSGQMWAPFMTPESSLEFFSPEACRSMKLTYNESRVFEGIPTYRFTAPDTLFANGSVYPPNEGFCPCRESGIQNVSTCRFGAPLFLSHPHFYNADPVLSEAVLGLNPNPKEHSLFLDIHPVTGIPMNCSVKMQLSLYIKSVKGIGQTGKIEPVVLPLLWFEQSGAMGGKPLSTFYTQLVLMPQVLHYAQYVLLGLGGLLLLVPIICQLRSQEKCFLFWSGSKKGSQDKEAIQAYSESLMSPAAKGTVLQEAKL
CAL PDZ FP-2: blocks peptide binding to human CAL PDZ domain | Q9HD26 | purified CAL PDZ, TMR-peptide fluorescence polarization, 1 h | inhibition, % at 20 µM | actives 0.02% (n = 330,000) | AID 504414;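 active = highest replicate inhibition of at least 40%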;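 note: plate controls were DMSO neutral control wells for no effect and unlabeled competitor peptide control wells for full effect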
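Control set: unlabelled peptide and DMSO controls / Material: purified CerCALP PDZ construct / Timing: 1 h incubation at room temperature before polarization reading / Doses: 20 µM, one dose / Detection: fluorescence polarization (mP)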
Numbers without * were called inactive; u = inconclusive; x = not tested or not shown.

SMILES	MITF act	phage Ecoli inh	Tat transport	Wnt act	AddAB inh	E coli growth	CAL PDZ FP-1	SR-BI DiI-HDL act	SR-BI HDL uptake	CAL PDZ FP-2
Cc1cc(NC(=O)COc2ccccc2C(N)=O)no1	37.4	1.9	-5.8	6.1	-2.7	-1.1	-7.2	24.3	-24.3	0.3
CCCC(=O)Nc1nnc(-c2ccco2)s1	62.5	-0.1	-11.0	3.4	0.7	1.6	0.5	20.4	-20.5	-0.8
COc1cccc(C(=O)NCC(=O)N/N=C(C)\C=C\c2ccccc2)c1	6.6	3.6	-1.9	x	0.3	-0.6	0.2	-1.7	1.7	x
COc1ccccc1N1CCN(C(=O)CSc2nc3ccccc3c(=O)n2CC2CCCO2)CC1 (stereo not drawn)	x	-1.2	12.2	-1.7	-1.9	0.5	-1.5	-11.6	11.6	-4.0
Clc1cccc(N/N=C/c2ccc(N3CCOCC3)cc2)c1	u	-0.3	3.2	-1.7	-0.8	-1.4	-6.2	-13.8	13.8	-1.1
NC(=O)[C@H](Cc1cc2ccccc2s1)NC(=O)[C@@H]1CC2(CC(c3cccc(NC(=O)[C@@H]4CCC(=O)N4)c3)=NO2)CN1C(=O)/C=C/c1c(F)cccc1Cl (stereo partly drawn)	-6.6	x	-2.3	x	0.8	-4.0	-1.9	-36.7	36.7	-0.8
CC(NC(=O)Cc1ccc(S(=O)(=O)N2CCOCC2)s1)c1ccc(Cl)cc1Cl (stereo not drawn)	8.2	-0.6	-4.6	-0.1	1.7	0.0	-7.1	0.3	-0.3	-2.7
Cc1ccc2nc(C)cc(Nc3ccc4c(c3)OCCO4)c2c1	0.4	2.2	7.8	-14.0	1.9	-0.4	-7.1	-6.8	6.8	-0.3
Nc1nc(SCC(=O)c2ccc(F)cc2)n[nH]1	8.3	3.8	-11.9	-7.6	4.1	2.5	1.1	-5.8	5.8	-0.2
Clc1nc(-c2ccccn2)nc2scc(-c3ccccc3)c12	10.6	-0.7	-0.1	x	-3.2	-4.2	-2.8	-10.7	10.7	-1.9
CN(C)S(=O)(=O)N1CCN(CC(O)COc2ccc(-c3ccccc3)cc2)CC1 (stereo not drawn)	1.1	2.4	2.4	-1.4	3.7	0.3	x	-6.5	6.5	-0.5
COc1ccc(OC)c(C2C(C(C)=O)=C(O)C(=O)N2CCN2CCOCC2)c1 (stereo not drawn)	x	2.4	-6.1	x	0.4	2.3	0.1	17.0	-17.0	-0.3
Cc1cc(C)nc(N2CCN(CC(=O)NCc3ccccc3)CC2)n1	1.5	3.0	-0.9	-4.9	0.2	-2.3	1.6	26.7	-26.7	-2.0
CCNC(=S)Nc1c(C)n(C)n(-c2ccccc2)c1=O	8.5	3.2	-4.3	0.0	4.1	3.4	-4.8	21.1	-21.1	x
O=C1c2ccc3c4c(ccc(c24)C(=O)N1c1ccc(O)cc1)C(=O)N(c1ccc(O)cc1)C3=O	-54.6	3.3	-0.7	-1.5	0.5	-2.4	4.2	17.9	-17.9	-0.2
COCCn1c(Sc2ccc(C)cc2)nc2c1c(=O)[nH]c(=O)n2C	-6.9	-0.6	1.1	-2.8	1.6	0.1	4.3	5.4	-5.4	-3.1
CCCCCCC(=O)Nc1nc(C)c(-c2csc(Nc3ccccc3OC)n2)s1	2.9	0.6	-18.9	-2.2	4.3	1.4	-3.1	-79.6	79.6*	-0.4
CCOC(=O)CN1C(=O)C(=O)c2cccc(C)c21	-2.9	3.0	-6.3	2.8	0.5	1.7	5.9	26.7	-26.7	-0.9
COc1ccccc1CCC(=O)OCC(=O)Nc1ccc(C(N)=O)cc1	-7.9	3.3	6.2	0.7	1.0	-4.7	-8.3	-5.8	5.8	-3.1
COc1cccc(CNC(=S)NC2CCCC2)c1	-5.8	2.3	1.2	2.6	-1.0	-0.9	-1.6	5.0	-5.0	-1.6
O=c1c(N=Nc2ccc(O)cc2)c(-c2ccccc2)[nH]n1-c1ccc([N+](=O)[O-])cc1	-17.9	-0.9	1.5	-4.2	-3.2	-1.6	-5.5	-107.4	107.3*	-1.4
CN1CCC(N(C)C(=S)Nc2ccc(SC(F)F)cc2)CC1	17.7	4.3	0.5	x	-0.7	-0.3	-4.7	35.5	-35.5	-0.7
Cc1ccccc1OCc1nc2ccccc2c(=O)n1/N=C/c1cn[nH]c1-c1ccc(Br)cc1	15.7	3.1	-10.9	-1.8	-2.3	-0.8	-5.1	5.4	-5.4	0.3
Cc1ccccc1NC(=O)CSc1nc(Nc2ccccc2)nc(N2CCOCC2)n1	16.5	0.1	1.6	x	1.7	0.0	-2.3	-80.6	80.6*	-2.3
O=C(NNC(=O)c1ccccc1Cl)c1cccs1	13.6	2.2	0.5	5.7	3.3	1.0	2.1	1.5	-1.5	-3.2
Cc1cccc(N2C(=N)SCC2=O)c1C	5.1	1.5	0.5	x	0.3	-3.7	2.6	-8.0	8.0	0.8
Cc1ccc(S(=O)(=O)N2CCN(C(=O)N3CCOCC3)C2C)cc1 (stereo not drawn)	-7.3	0.6	6.7	x	3.2	0.7	x	24.5	-24.5	1.1
O=C(NCCO)c1ccc2[nH]c3c(c2c1)CCCC3	17.8	-0.5	-1.1	4.6	-2.1	0.1	0.4	-49.4	49.4	-0.1
CCOc1ccc(-c2nn(-c3ccccc3)cc2/C=C2\SC(N)=NC2=O)cc1C	-2.8	2.5	-4.9	-1.5	0.9	-1.1	-1.0	2.8	-2.8	-0.3
Cc1cc(C)c(NC(=O)/C(C#N)=C/c2ccc(OCc3ccc(F)cc3)cc2)c(C)c1	52.6	1.5	4.2	16.2	0.9	0.7	x	-16.1	16.1	0.6

Random excerpt: three compounds from above
SMILES	MITF act	phage Ecoli inh	Tat transport	Wnt act	AddAB inh	E coli growth	CAL PDZ FP-1	SR-BI DiI-HDL act	SR-BI HDL uptake	CAL PDZ FP-2
CCOc1ccc(-c2nn(-c3ccccc3)cc2/C=C2\SC(N)=NC2=O)cc1C	-2.8	2.5	-4.9	-1.5	0.9	-1.1	-1.0	2.8	-2.8	-0.3
O=C(NNC(=O)c1ccccc1Cl)c1cccs1	13.6	2.2	0.5	5.7	3.3	1.0	2.1	1.5	-1.5	-3.2
Cc1cc(C)c(NC(=O)/C(C#N)=C/c2ccc(OCc3ccc(F)cc3)cc2)c(C)c1	52.6	1.5	4.2	16.2	0.9	0.7	x	-16.1	16.1	0.6

(cont.)
SMILES	MITF act	phage Ecoli inh	Tat transport	Wnt act	AddAB inh	E coli growth	CAL PDZ FP-1	SR-BI DiI-HDL act	SR-BI HDL uptake	CAL PDZ FP-2
O=C(CSc1ccc(-c2ccc(Cl)cc2)nn1)NC1CCCC1	-0.1	2.3	-3.6	-0.3	-1.7	4.0	-3.1	12.5	-12.5	-2.1
Cc1cc2c(cc1C)NC(c1ccccn1)C1=C(CC(C)(C)CC1=O)N2 (stereo not drawn)	4.8	2.6	-5.1	x	0.6	-1.4	0.3	-12.9	12.9	-0.1
O=C(Nc1cccc(NC(=O)c2ccccc2Cl)c1)c1ccc(F)cc1	x	2.4	-2.1	3.0	1.3	0.3	-1.7	-79.1	79.1*	-2.2
COCCNc1nnc(SCC(=O)Nc2nnc(-c3ccccc3)o2)s1	-0.5	2.6	-5.0	1.3	-1.4	0.5	-2.1	9.7	-9.7	-1.6
CCCCOc1ccc(C(=O)NCC(=O)NC2CC2)cc1	-2.2	4.0	-1.6	-2.5	x	x	0.2	15.8	-15.8	-2.6
C=CCNC(=O)NC(=O)COC(=O)COc1ccc(Br)cc1F	x	2.6	-4.3	1.7	2.9	0.9	-2.6	6.6	-6.6	-2.9
CCn1c(=O)c2c(cnn2C)c2ccccc21	11.9	-0.3	11.1	-1.0	0.5	-2.2	-1.6	-23.9	23.9	-0.3
CC(C)NC(=O)CC1Nc2c3ccccc3nc(=S)n2C1=O (stereo not drawn)	x	2.2	-2.6	x	0.3	-1.7	-1.7	22.2	-22.2	-0.4
CCOC(=O)N/N=C/c1cn(Cc2ccc(Cl)cc2)c2ccccc12	12.6	2.1	-0.8	-4.9	0.7	2.0	-2.3	-65.8	65.8	-0.8
C=C1CCC[C@]2(C)C[C@H]3OC(=O)C(CN4CCOCC4)[C@H]3C[C@@H]12 (stereo partly drawn)	-12.8	0.5	-9.2	-0.2	-2.4	1.9	-6.3	x	x	-0.5
Cc1nc2ccc(NS(=O)(=O)c3ccc(F)cc3F)cc2s1	-2.0	1.0	-2.8	0.0	2.8	1.2	x	20.2	-20.2	-0.6
CCOC(=O)N1CCN(C(=O)CNS(=O)(=O)c2c(C)cc(C)cc2C)CC1	0.5	1.2	3.2	-1.0	4.0	2.6	-2.3	x	x	-3.5
CCOC(=O)C1=C(C)NC(C)=C(C(=O)OCC)C1C(=O)OCC(N)=O	-1.4	0.8	16.5	0.3	1.6	0.7	-5.4	4.4	-4.4	-2.1
Cc1cc(-c2n[nH]c(=S)n2Cc2ccccc2)cs1	-19.7	0.6	-3.8	3.0	3.4	-0.5	-4.0	25.1	-25.1	-1.2
CC(C)c1nc(SCC(=O)NCc2ccccc2)n[nH]1	-1.6	2.4	1.8	-1.7	1.7	0.4	-2.8	-43.0	43.0	0.1
CCN1C(=O)/C(=C2/C=Cc3ccccc3N2CC)SC1=S	-10.3	1.7	0.0	-0.8	-1.1	-1.5	1.1	-18.8	18.8	-0.7
OCCCNc1cc(-c2ccnc(Nc3cccc(Cl)c3)n2)ccn1	-56.3	1.8	6.9	-20.9	1.1	-0.7	-1.8	-81.6	81.6*	-4.4
CCOC(=O)c1c(C)[nH]c(C(=O)COC(=O)C2(C)CC2(Cl)Cl)c1C (stereo not drawn)	78.1	3.0	8.2	50.1*	1.2	0.8	x	-37.4	37.4	-1.3
Nc1ccc2sc(N)nc2c1	5.0	3.2	-7.6	9.4	1.1	0.0	0.2	15.0	-15.0	-5.9
Cc1ccc(C(=O)NCC(c2ccc(F)cc2)N2CCOCC2)cc1S(=O)(=O)N1CCOCC1 (stereo not drawn)	4.6	1.4	-6.3	-1.7	x	x	x	4.8	-4.8	-0.6
CC1CN(CCOc2ccccc2C(C)C)CC(C)O1 (stereo not drawn)	x	1.8	-4.5	-1.5	0.1	1.2	-1.9	-19.6	19.6	-0.4
C=CCn1c(CCNC(=O)c2cccs2)nnc1SCC(=O)c1cccc([N+](=O)[O-])c1	6.0	1.8	1.2	x	2.0	-2.7	x	-8.8	8.8	-2.1
Cc1ccc(OCCn2ccnc2)c([N+](=O)[O-])c1	-13.0	0.8	-2.8	-1.5	0.3	0.8	-1.7	16.1	-16.1	-1.0
COC(=O)c1ccc(Cl)c(S(=O)(=O)N2CCCC2)c1	4.4	4.4	0.7	-0.1	0.2	0.3	x	9.0	-9.0	-0.5
Cc1nn(CCOc2ccccc2)c(=O)n1-c1ccccc1	22.3	0.8	-0.7	27.4	1.8	0.1	x	10.6	-10.6	-0.8
Cc1ccc(NC(=O)C2CCN(S(=O)(=O)c3cccc(C(F)(F)F)c3)CC2)nc1	-10.4	1.0	21.3	-0.9	-0.2	2.1	-3.2	7.0	-7.0	-3.6

Source: PubChem (several laboratories)
